KB-3-1 tox = qHTS assay for MDR1-selective chemotherapeutics: Primary screen using the parental adenocarcinoma cell KB-3-1. Potency, µM (doses to about 46.1 µM), inactives show at the top dose activity change, negative = cytotoxic, actives largely listed as cytotoxic. KB-3-1 viability, CellTiter-Glo ATP luminescence, 72 h. 400,000 tested, 1.4% active; note: % is set by controls: 0 for no effect and ±100 for the full control effect; nearly all actives have a fitted effect of over 60% in size
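Here the drug-naive KB-3-1 line serves as comparator for MDR sub-line selectivity; cells received compound titrations, 72 h at 37 °C, then CellTiter-Glo readout.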
SW480 rereplic = A quantitative high throughput screen for small molecules that induce DNA re-replication in SW480 colon adenocarcinoma cells | AID 624297, 2012 | Potency, µM (doses to about 46.1 µM), for inactives: at the highest dose re-replication activation, hits mostly activators | SW480 DNA re-replication, Hoechst DNA content imaging, 48 h | 340,000 tested, 1.8% active; note: % of control where 0% means no effect; nearly all actives have a fitted effect of over 55% in size
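DNA re-replication was detected as more nuclei of elevated Hoechst intensity after 48 hr exposure to compound (23 nL pinned per well of 250 cells).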
HT1080-NT tox = qHTS for induction of synthetic lethality in tumor cells producing 2HG: qHTS for the HT-1080-NT fibrosarcoma cell line | Potency, µM (highest dose often 46.1 µM), for inactives: top-dose activity, negative = less viability, most hits filed as cytotoxic | AID 686970, 2013 | 360,000 tested, 1.6% active | HT-1080-NT fibrosarcoma viability, CellTiter-Glo ATP luminescence, 48 h;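 note: NT is the 2HG producing partner of a matched IDH1 knockdown line; 0% = DMSO-treated cells and -100% = media-only wells without cells; nearly all actives have a fitted effect of over 55% in size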
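HT-1080-NT; 750 cells/well; 5% FBS RPMI; 48 h compound, 37 degrees C; CellTiter-Glo luminescence; curve fitting and curve-class assignment.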
HEK293 tox = qHTS of GLP-1 Receptor Inverse Agonists: Cytotox Screen; HEK293 cAMP-luciferase reporter cells, luminescence, 24 h; Potency, µM (titrated, usually from 38.3 µM), inactives show top-dose activity change, negative = inhibition, actives largely listed as inhibitors; 410,000 tested, 0.13% active;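 note: loss of luciferase light is scored as toxicity; % is set by controls: 0 for no effect and ±100 for the full control effect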
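1536-well qHTS counterscreen of the MLSMR; 200 cells/uL, 12 h pre-incubation, 23 nL cpd, 24 h at 37 deg C 5% CO2, luciferase detection reagent, 12 min RT, luminescence. Inhibition = undesired.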
KB-V1 cytotox = qHTS assay for MDR1-selective chemotherapeutics: Primary screen using the drug-selected MDR subline cells KB-V1. 400,000 tested, 3.4% active. Potency, µM (doses to about 46.1 µM), without a hit: at the top dose activity change, negative = cytotoxicity, actives largely listed as cytotoxic. KB-V1 MDR cells viability, CellTiter-Glo, 72 h; note: % is set by controls: 0 for no effect and ±100 for the full control effect; nearly all actives have a fitted effect of over 60% in size
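Readout: CellTiter-Glo luminescence, 10 min after addition. Cells: KB-V1 MDR subline, 72 h at 37 degrees C with compound. Analysis: corrected, normalized data fitted to concentration-effect curves.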
HT1080 IDH1KD tx = qHTS for induction of synthetic lethality in tumor cells producing 2HG: qHTS for the HT-1080-IDH1KD cell line; Potency, µM (top dose mostly 46.1 µM), without a hit: at the highest dose activity, negative = toxicity, hits mostly cytotoxic; AID 686971, 2013; 360,000 tested, 2% active; HT-1080 IDH1 knockdown viability, ATP luminescence, 48 h;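 note: 0% = DMSO wells and -100% = cell-free medium wells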
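IDH1KD HT-1080 cells, 750/well, RPMI + 5% FBS; compound pinned after 2 h settling; 48 h, 37 °C; CellTiter-Glo luminescence; % activity normalised to DMSO and no-cell wells; curves fitted, classed by r2 and efficacy.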
GLP-1R agonist = qHTS of GLP-1 Receptor Agonists; Glucagon-like peptide 1 receptor (Homo sapiens), P43220; HEK293 GLP-1R CRE-luciferase, luminescence, 4-6 h; cells express a hypersensitive GLP-1R form; Potency, µM (highest dose often 45.6 µM), for the others: top-dose activation, most hits filed as activators; 380,000 tested, 0.007% active; AID 624172, 2012; note: % of control where 0% means no effect
Target sequence (P43220 whole entry, looked up): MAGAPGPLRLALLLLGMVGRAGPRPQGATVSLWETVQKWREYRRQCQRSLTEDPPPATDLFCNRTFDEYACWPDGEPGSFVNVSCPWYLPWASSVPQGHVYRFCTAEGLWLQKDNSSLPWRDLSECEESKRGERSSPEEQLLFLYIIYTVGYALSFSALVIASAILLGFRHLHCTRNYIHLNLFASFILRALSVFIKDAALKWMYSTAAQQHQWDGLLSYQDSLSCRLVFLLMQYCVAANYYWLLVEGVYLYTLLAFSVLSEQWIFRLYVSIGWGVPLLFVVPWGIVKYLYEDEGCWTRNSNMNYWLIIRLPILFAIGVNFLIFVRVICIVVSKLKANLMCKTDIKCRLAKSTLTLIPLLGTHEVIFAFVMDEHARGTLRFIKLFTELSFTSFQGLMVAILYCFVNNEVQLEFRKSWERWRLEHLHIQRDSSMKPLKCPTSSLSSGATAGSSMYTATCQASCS
TDP-43 yeast inh = qHTS of TDP-43 Inhibitors; Potency, µM (top dose mostly 46.1 µM), inactives show at the highest dose growth rescue (activation), actives largely listed as activators; 410,000 tested, 1.8% active; TDP-43 expressing yeast growth rescue, BacTiter-Glo, 24 h; note: % of control where 0% means no effect; nearly all actives have a fitted effect of over 50% in size
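Luminescence from BacTiter-Glo reports growth of TDP-43-expressing yeast after 24 hr at 30 deg C with compound. Cells were raffinose-pregrown to mid-log, then seeded in galactose medium at OD600=0.02.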
GLP-1R inv ag = qHTS of GLP-1 Receptor Inverse Agonists (Inhibition Mode); HEK293 GLP-1R CRE-luciferase, luminescence, 24 h; GLP-1R form is constitutively active; Potency, µM (highest dose often 38.3 µM), without a hit: at the top dose activity change, negative = inhibition, most hits filed as inhibitors; 410,000 tested, 1.6% active; note: % is set by controls: 0 for no effect and ±100 for the full control effect; nearly all actives have a fitted effect of over 55% in size
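HEK293 cells stably co-expressing a cAMP-responsive luciferase reporter and constitutively active GLP-1R were seeded, incubated 12 h, then exposed to compounds for 24 h at 37 C. Luminescence was read 12 min after detection reagent; inverse agonists lower signal.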
Starred values were filed as active, the others as inactive; ? = inconclusive; / = no result given; & = joins results of further samples; [ ] = dose if it differs, or a comment. Calls come from the whole dose curve; as a rule, active = well fitted curve in the direction sought with a large enough effect; inconclusive = small, poorly fitted or top-dose-only effect, or another doubt; inactive = no such curve, though single readings can be large; an effect the other way counts as inactive or inconclusive. Potency is the fitted concentration of half-maximal effect.

molecule	KB-3-1 tox	SW480 rereplic	HT1080-NT tox	HEK293 tox	KB-V1 cytotox	HT1080 IDH1KD tx	GLP-1R agonist	TDP-43 yeast inh	GLP-1R inv ag
COC(Cc1n[nH]c(=S)n1-c1ccc(Cl)cc1)OC	-2%	-6%	-2%	-7%	-7%	?	-1%	15%	0%
C/C(=N\O)c1c(O)cc(-c2ccccc2)n(-c2ccccc2)c1=O	2%	-2%	1%	1%	10%	2%	3%	-3%	-6%
CC(=O)N1CC(C)Sc2ccc(S(=O)(=O)NC3CCCCC3C)cc21 (stereo not given)	6%	14%	-14%	-1%	5%	-21%	9%	?	?
N#Cc1ccc(OCCOCCNC2CCCC2)cc1	14%	-4%	3%	-6%	5%	0%	7%	-16%	-16%
COc1ccc(-c2cc(=O)c3ccccc3n2C)cc1	24%	0%	21%	-8%	9%	7%	-1%	11%	5%
CN(C)S(=O)(=O)c1ccc(N)c([N+](=O)[O-])c1	9%	-20%	-6%	-3%	1%	1%	-2%	5%	19%
CCC1OC(C2CC2)CC2=C1C(=O)OC(C)(C)O2 (stereo not given)	10%	/	14%	-3%	?	0%	7%	18%	15%
O=C1NN=C(c2ccccc2)CC1c1ccc(Cl)cc1Cl (stereo not given)	0%	18µM*	-2%	-7%	0%	-9%	12%	-1%	7.9µM*
O=C(NC1=NCCS1)c1ccc(Cl)cc1	-1%	3%	4%	-1%	-3%	15%	-4%	3%	14%
COc1ccc(NC(=O)c2cc3c(=O)n(Cc4cccnc4)ccc3nc2C)cc1Cl	12%	/	/	-2%	5%	/	/	-3%	12%
CCN1CCN(S(=O)(=O)c2ccc(Cl)c(C(=O)Nc3cc(Cl)ccc3N3CCOCC3)c2)CC1	-20%	?	-12%	-3%	4%	?	12%	-7%	?
Cc1ccc(NC(=O)CSC(C)C(=O)OCC(=O)N2CCN(C(=O)c3ccco3)CC2)cc1 (stereo not given)	-5%	-1%	-6%	-1%	4%	-10%	3%	0%	1%
CCC1Oc2ccc(C)cc2N(CC(=O)N(Cc2cccnc2)Cc2cccc(F)c2)C1=O (stereo not given)	-10%	-1%	-14%	-23%	-15%	-10%	10%	19%	?
COC(=O)c1ccc(S(=O)(=O)c2ccc(C(=O)OC)s2)s1	3%	?	0%	11%	8%	7%	-4%	-13%	27%
CC(NS(=O)(=O)c1ccccc1)c1n[nH]c(=S)n1-c1ccccc1 (stereo not given)	2%	-16%	10%	9%	8%	14%	10%	-5%	20%
O=c1c2[nH]cnc2n(-c2cccc(Br)c2)c(=O)n1Cc1ccccc1	-3%	1%	-8%	-1%	-2%	-20%	9%	9%	72%[activator]
Cc1ccc(S(=O)(=O)Nc2ccc3cn[nH]c3c2)cc1C	-13%	3%	-6%	-11%	4%	-12%	0%	-4%	8%
CN1/C(=C\C=N\NC(=O)c2ccccc2Br)C(C)(C)c2ccccc21	13%	-4%	13%	7%	-23%	9%	-22%	13%	-12%
FC(F)(F)c1ccc(NCc2ccccn2)nc1	18%	3%	1%	6%	19%	14%	2%	-6%	2%
COc1ccc(CCC(=O)NCc2cn3ccccc3n2)cc1	-1%	-30%[inhibitor]	10%	-3%	-3%	10%	3%	12%	4%
N#Cc1ccc(NC(=O)Nc2cccc(C#N)c2)cc1	-13%	16%	0%	14%	9%	-6%	-4%	11%	?
Cc1[nH]c2ccccc2c1C(=O)COC(=O)c1c(-c2c(F)cccc2Cl)noc1C	?	10%	3%	-2%	16µM*	-9%	0%	0%	?
CCCCOC(=O)C1[C@H]2C(=O)N(Cc3cccs3)C[C@]23C=C[C@H]1O3 (stereo not given in full)	10%	-14%	12%	3%	-5%	5%	-14%	2%	10%
COc1cccc(-n2nnnc2SCC(=O)Nc2nc3c(s2)CCCC3)c1	-7%	1%	-6%	-8%	-8%	-9%	2%	6%	?
Cc1ccccc1CNC(=O)Cn1ccc2cc(S(=O)(=O)N3CCCCCC3)ccc21	-3%	-19%	-16%	-6%	0%	-12%	16%	-17%	?
COc1ccccc1NC(=O)C(C)N(C)CC(=O)Nc1cccc2ccccc12 (stereo not given)	-21%	-1%	4%	-1%	-3%	14%	0%	0%	-21%
CN(CC(=O)Nc1ccccc1Cl)C(=O)COC(=O)c1ccc([N+](=O)[O-])cc1Cl	7%	-1%	3%	2%	0%	7%	-4%	10%	-14%
Cc1ccc(C)c(-n2ccnc2SCC(=O)c2c(N)n(C3CC3)c(=O)[nH]c2=O)c1	-5%	18µM*	-4%[9.24 µM]	1%	0%	-15%	-6%	4%	-24%
COc1ccc(C(=O)OC/C(O)=C(\C#N)c2nc3ccccc3[nH]2)cc1S(=O)(=O)N1CCOCC1	17%	-3%	3%	-8%	0%	-7%	-8%	-20%	23%
COc1ccc(OC)c(S(=O)(=O)NNC(=S)Nc2ccc3c(c2)OCO3)c1	3%	?	-1%	?	1%	4%	3%	8%	1%

Full records from above. Order of values: KB-3-1 tox, SW480 rereplic, HT1080-NT tox, HEK293 tox, KB-V1 cytotox, HT1080 IDH1KD tx, GLP-1R agonist, TDP-43 yeast inh, GLP-1R inv ag
Shown for `CN(CC(=O)Nc1ccccc1Cl)C(=O)COC(=O)c1ccc([N+](=O)[O-])cc1Cl` : 7%, -1%, 3%, 2%, 0%, 7%, -4%, 10%, -14%
Shown for `COc1cccc(-n2nnnc2SCC(=O)Nc2nc3c(s2)CCCC3)c1` : -7%, 1%, -6%, -8%, -8%, -9%, 2%, 6%, ?

Next part:
molecule	KB-3-1 tox	SW480 rereplic	HT1080-NT tox	HEK293 tox	KB-V1 cytotox	HT1080 IDH1KD tx	GLP-1R agonist	TDP-43 yeast inh	GLP-1R inv ag
N#Cc1nc(Cc2cccc3ccccc23)oc1NCCN1CCOCC1	-14%	?	?	2%	-12%	?	0%	-25%	0%
N#CCCN(CCC#N)c1nnc(-c2ccccc2)s1	-3%	9%	10%	-4%	2%	-1%	5%	-9%	7%
COc1ccc(OCC(=O)N2CCN(S(=O)(=O)c3ccc(Cl)cc3)CC2)cc1	-20%	-6%	0%	-13%	-12%	-4%	-6%	-2%	9%
CC(C)[C@H](NC(=O)OC(C)(C)C)C(=O)N1CCC(C(=O)N[C@@H](C)C(=O)Nc2ccc(F)cc2)CC1	-1%	8%	-2%	3%	-23%	0%	-1%	-1%	3%
CCOc1ccc(C(=O)Nc2ccc(S(=O)(=O)N3CCCCC3c3cccnc3)cc2)cc1 (stereo not given)	?	/	/	-25%	-1%	/	/	-1%	?
C=CCOc1cccc(C2C(C(=O)c3ccc(C)o3)=C(O)C(=O)N2CCN2CCOCC2)c1 (stereo not given)	?	/	-5%	-6%	-33%	-1%	2%	5%	-29%
O=c1c([N+](=O)[O-])c(N2CCOCC2)c2ccccc2n1-c1ccccc1	17%	?	6%	-12%	?	1%	-1%	-14%	-4%
O=C(N1CCCC1)C12CC3CC(C1)CC(C(=O)N1CCCC1)(C3)C2	?	-11%	23%	4%	-17%	20%	-1%	-28%	24%
CCOC(=O)c1c(C)nc2c(c(SC)nn2-c2ccccc2)c1N	-13%	13%	-3%	59%[activator]	1%	1%	13%	-1%	6%
CC1(C(=O)Nc2ccc3c(c2)OCCO3)CCN1C(=O)c1ccccc1CCc1ccccc1 (stereo not given)	0%	/	10%	-8%	?	0%	-2%	14µM*	?
COc1ccc(C(C)=O)cc1CSc1ccc(S(=O)(=O)N2CCOCC2)cn1	-4%	-15%	1%	0%	0%	-1%	9%	17%	-10%
O=C(O)c1cc(-c2ccc(/C=N/N3C(=O)C4C5C=CC(C6CC56)C4C3=O)o2)ccc1Cl (stereo not given)	-8%	-3%	6%	1%	2%	6%	2%	22%	-10%
O=C(CSc1ncn[nH]1)c1ccccc1	3%	-13%	-5%	-5%	-4%	?	0%	-16%	-7%
COc1ccc(NC(=O)C2Cc3c(-c4ccc(Cl)cc4)ccnc3O2)cc1 (stereo not given)	?	/	?	-24%	?	?	2%	14µM*	?
CN(CCCn1ccc(N)nc1=O)Cc1ccco1	?	/	-3%	7%	30%	0%	-2%	0%	11%
CCOC(=O)C1CCN(C(=O)c2ccc(CNS(=O)(=O)c3ccc(OC)cc3)cc2)CC1	-16%	-32%[inhibitor]	4%	-16%	10%	-3%	-3%	25%	11%
CCSc1nc(C)cc(C)c1S(=O)(=O)c1ccccc1C	-12%	2%	0%	-3%	-14%	-12%	-27%	21%	8.9µM*
O=C(NC(Cc1ccccc1)C(=O)O)/C(=C/c1cccc([N+](=O)[O-])c1)NC(=O)c1ccco1 (stereo not given)	-5%	-10%	13%	-5%	?	9%	1%	-14%	3%
C/C(=C\c1ccccc1)CN1CCN(C)CC1	4%	-5%	-18%	10%	-1%	-10%	-5%	-3%	-7%
CN(C)CCNC(=O)c1cccc2c(-c3ccc(F)c(F)c3)coc12	0%	/	?	-18%	5%	?	-3%	-10%	-8%
Cc1ccc(-c2ccc(=O)n(Cc3cc(C)ccc3C)n2)cc1	-5%&-7%	?	-13%	-17%&-17%	?	?	23%	-16%&20%	?
COc1ccc(N(CC(=O)Nc2ccccc2Cl)S(=O)(=O)c2ccc(C)cc2)cc1OC	-19%	3.3µM*	-4%	-9%	-6%	-7%	-5%	18%	-50%
CCCn1cc(C(CC(=O)O)C(=O)O)c2ccccc21 (stereo not given)	2%	-6%	2%	14%	4%	7%	7%	-15%	6%

Looked up above:
COc1ccc(C(=O)OC/C(O)=C(\C#N)c2nc3ccccc3[nH]2)cc1S(=O)(=O)N1CCOCC1 @ TDP-43 yeast inh: -20%
Cc1ccc(C)c(-n2ccnc2SCC(=O)c2c(N)n(C3CC3)c(=O)[nH]c2=O)c1 @ SW480 rereplic: 18µM*
O=C(N1CCCC1)C12CC3CC(C1)CC(C(=O)N1CCCC1)(C3)C2 @ HT1080-NT tox: 23%
